Screening results (PubChem BioAssay)
hDAT+cocaine: human DAT dopamine uptake with cocaine, either direction; Q01959; LLC-PK1 hDAT cells, [14C]-dopamine uptake with cocaine IC80; actives deviate in either direction; B-score at 10 µM; 110,000 tested, 1.3% active; AID 449768;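 active means Z score or B-score, a plate-position-corrected score, falls beyond the plate's 99.7% confidence bounds, in either direction; inactive means both scores lie inside the 99.7% bounds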;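 further: scored against the spread of the other compound wells on the same plate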
Target sequence (Q01959 whole entry, looked up): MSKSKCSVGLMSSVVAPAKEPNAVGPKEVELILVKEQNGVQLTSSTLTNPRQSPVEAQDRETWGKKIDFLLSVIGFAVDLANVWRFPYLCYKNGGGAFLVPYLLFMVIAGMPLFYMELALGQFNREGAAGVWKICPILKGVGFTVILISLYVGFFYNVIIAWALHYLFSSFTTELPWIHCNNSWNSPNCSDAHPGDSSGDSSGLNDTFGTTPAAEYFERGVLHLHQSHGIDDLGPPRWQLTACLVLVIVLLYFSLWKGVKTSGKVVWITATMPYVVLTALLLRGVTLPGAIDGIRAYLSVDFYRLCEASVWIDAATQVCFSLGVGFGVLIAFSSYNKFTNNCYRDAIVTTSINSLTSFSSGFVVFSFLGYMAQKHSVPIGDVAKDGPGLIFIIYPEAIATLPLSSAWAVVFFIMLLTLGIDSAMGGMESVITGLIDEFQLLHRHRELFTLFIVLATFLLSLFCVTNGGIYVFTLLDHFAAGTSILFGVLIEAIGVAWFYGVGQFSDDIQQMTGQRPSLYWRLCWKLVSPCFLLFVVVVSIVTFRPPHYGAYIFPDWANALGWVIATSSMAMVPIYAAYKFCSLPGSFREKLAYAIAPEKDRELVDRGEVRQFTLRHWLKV
Smad3 inh: inhibitors of human Smad3 transcription factor binding; AID 630; TR-FRET Smad3/Dy647-FoxH1 peptide binding, europium anti-His; 88,000 tested, 0.29% active; inhibition, % at 25 µM;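 active means compounds that reduce the energy-transfer binding signal between the protein and its labelled peptide by more than half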;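 further: 0% = Smad3 plus labelled peptide maximal FRET and 100% = peptide-only background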
Target sequence (P84022 whole entry, looked up): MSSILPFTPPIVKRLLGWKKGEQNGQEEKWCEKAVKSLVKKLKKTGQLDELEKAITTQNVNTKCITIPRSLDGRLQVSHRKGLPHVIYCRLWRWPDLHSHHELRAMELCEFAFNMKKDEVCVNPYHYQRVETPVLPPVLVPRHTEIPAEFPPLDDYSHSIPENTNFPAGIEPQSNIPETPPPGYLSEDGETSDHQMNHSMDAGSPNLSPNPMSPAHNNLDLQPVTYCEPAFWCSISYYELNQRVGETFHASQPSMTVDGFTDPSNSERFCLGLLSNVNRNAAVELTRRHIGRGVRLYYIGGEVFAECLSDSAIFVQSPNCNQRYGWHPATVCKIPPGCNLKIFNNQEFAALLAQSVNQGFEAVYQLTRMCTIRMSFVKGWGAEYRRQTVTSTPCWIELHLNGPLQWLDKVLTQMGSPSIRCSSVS
TNFa cytotox: toxic to HUVEC cells under TNF alpha stimulation; cell count reduction, % at 2 µM; HUVEC TNFalpha-stimulated, Hoechst cell count, imaging; 93,000 tested, 0.17% active;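 active means cell count reduction exceeding the screen mean by over 5 SD, scaled to untreated wells per plate, cut at about 78% in these data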;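 further: cells counted after 24 h of TNF alpha exposure following the 1 h pretreatment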
cytoskel mod: cytoskeleton assembly modification; HUVEC TNFa F-actin phalloidin imaging, high content; inhibition, % at 2 µM; 91,000 tested, 0.18% active;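 active means inhibition above the batch mean plus 3 SD and confirmed as a hit by visual image inspection, cut at about 30% in these data, passing the limit was not always enough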; further: strong numbers were not always called active
Candida biofilm: kills Candida albicans biofilms. C. albicans biofilm + clotrimazole, Alamar Blue. inhibition, % at 6 µM. 85,000 tested, 0.14% active;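 active means inhibition above 20%; inactive means inhibition below 20%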;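 further: preformed 24 hr biofilms exposed to compound for 48 hr; 0% = biofilm without compound and 100% = blank killed by clotrimazole plus chlorhexidine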
VCAM1 TNFa inh: reduces TNF alpha induced VCAM1 expression in HUVEC; AID 802; inhibition, % at 2 µM; HUVEC TNFa-induced VCAM-1 immunofluorescence, high-content imaging; 95,000 tested, 0.48% active;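 active means inhibition above the batch mean plus 3 SD, with images confirmed as a hit by eye, cut at about 37% in these data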;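 further: 0% = TNF-stimulated DMSO wells and 100% = unstimulated control wells; not every result past the cut was called active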
PTPN22 inh 2: blocks human PTPN22 phosphatase activity; Q9Y2R2; recombinant LYP catalytic domain, DiFMUP fluorescence; inhibition, % at 2 µM; 96,000 tested, 0.21% active; AID 640;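 active means inhibition at 2 µM at or above a set limit, the screen mean plus 3 SD, cut at about 24% in these data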;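 further: 0% = DMSO with enzyme and 100% = enzyme fully blocked by orthovanadate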
MT1-MMP txn act: MT1-MMP promoter transcription activation | HT1080 MT1-MMP promoter luciferase reporter, luminescence, overnight; stronger effect = higher value | activation factor at 10 µM | 86,000 tested, 0.16% active | AID 750;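 active means activation factor of at least 2 for MT1-MMP transcription at 10 µM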
IL1B cytotox: toxic to HUVEC cells under IL-1B stimulation; HUVEC cell count loss, Hoechst imaging, IL-1B stimulated; cell count reduction, % at 2 µM; 94,000 tested, 0.41% active; AID 845;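 active means cell count reduction more than 3 SD above the screen-wide mean, cut at about 70% in these data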;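 further: normalized per plate to untreated control cells as the no-loss baseline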
* marks the source's active call; other numbers are inactive results; . = not tested or not shown. The list is partial. The share of hits here may be higher or lower than overall.

SMILES | hDAT+cocaine | Smad3 inh | TNFa cytotox | cytoskel mod | Candida biofilm | VCAM1 TNFa inh | PTPN22 inh 2 | MT1-MMP txn act | IL1B cytotox
CCN(CC)S(=O)(=O)N1CCC(C(=O)NC2CCCc3ccccc32)CC1 (stereo unspecified) | -0.27 | -1 | 4 | -4 | 4 | 21 | -6 | 1.2 | -6
O=C(c1cccc(COc2cccc3ccccc23)c1)N1CCCC1 | 3.7* | -8 | -26 | 15 | 5 | -23 | -2 | 1.7 | -15
CC(=O)NCCCCCCNC(C)=O | -0.24 | 7 | . | . | 8 | . | . | 1.2 | .
CC(C)=CCC(C)(C)C1OCCN1C(=O)Nc1ccccc1 (stereo unspecified) | 0.12 | 15 | -16 | 14 | 6 | -6 | 3 | 1 | -21
COc1ccc(OC)c(C(=O)c2coc3ccc(OC)cc23)c1 | 1.8 | 8 | -29 | -4 | 6 | 11 | -7 | 1.2 | -8
COc1ccc(N2C(=O)CCC(C(=O)NCc3ccccn3)C2c2ccc(F)cc2)cc1 (stereo unspecified) | 0.0034 | -3 | -16 | . | -3 | 11 | -1 | 1 | -18
COC(=O)c1sc(N)c(C(=O)OC)c1CSc1nc2sc3c(c2c(=O)n1C)CCC3 | 1.1 | 3 | -38 | 5 | 8 | -20 | 0 | . | -10
Cn1c(SCCN2CCCCC2)nnc1-c1ccccc1Br | -0.93 | -7 | -1 | -1 | -4 | 13 | 0 | 1 | -22
CCn1cc(CNC(=O)C2C3CCC(C3)C2C(=O)O)cn1 (stereo unspecified) | . | -6 | -28 | 22 | -1 | 14 | 10 | 1.2 | 26
CCCCCCn1c(CN2CCN(Cc3ccccc3)CC2)nc2c1c(=O)n(C)c(=O)n2C | 0.58 | -1 | -9 | 4 | 8 | -7 | 6 | 1.1 | 10
Cc1cccc(NC(=S)N(CCN(C)C)C(C)c2ccccn2)c1 (stereo unspecified) | 0.19 | -2 | -19 | -1 | -2 | -8 | 4 | 1.2 | .
CC(C)(C)c1ccc(NC(=O)COC(=O)C2=COCCO2)cc1 | -0.12 | -1 | -3 | 2 | 5 | -5 | 2 | 1.4 | -2
COCCOC(=O)c1c(C)nc(SCC(=O)Nc2cccc3ccccc23)c(C#N)c1-c1ccco1 | -8.2* | -24 | -15 | -10 | 12 | 5 | 6 | 1.1 | -74
COc1cccc(NC(=O)c2nc3nc(C)cc(C(F)F)n3n2)c1 | -0.84 | -8 | -9 | -9 | 15 | 0 | -8 | 1.1 | -29
Cc1csc(NC(=O)c2nc3nccc(C)n3n2)n1 | 0.6 | 7 | -10 | 0 | 4 | 5 | -1 | 1.3 | -2
O=C(CCC(=O)NNC(=O)Nc1ccc(Cl)cc1)NCc1ccccc1 | -1.3 | . | -28 | -26 | . | 10 | -4 | . | -13
Cn1cccc1Cc1nnc(SCC(=O)Nc2ccc(F)cc2)n1-c1ccc(F)cc1 | 0.067 | 1 | 8 | 4 | 13 | -3 | -6 | 1.2 | -23
CCOC(=O)c1c(-c2ccc(C)o2)csc1N | 0.095 | 13 | -21 | -13 | 4 | 8 | 2 | 1.2 | -1
N#C/C(=C\c1ccc[nH]1)Sc1nc2ccccc2s1 | -0.75 | 10 | . | . | 2 | . | . | 1.1 | .
CC(=O)C(C(C)=O)c1c(Cl)c(O)c(O)c2c(C(=O)c3ccccc3)coc12 | -0.69 | 6 | -23 | 27 | 4 | 6 | 0 | 1 | 8
Cc1ccc(NCCC(=O)c2cccs2)cc1Cl | 1.3 | . | -17 | 2 | . | 4 | 14 | . | -19
CCc1nc(NCCCn2ccnc2)c2oc3ccccc3c2n1 | 0.8 | 14 | -41 | 19 | 0 | 5 | -12 | 1.1 | -58
CC(C)Oc1ccc(C(=O)N(Cc2ccco2)C2CCS(=O)(=O)C2)cc1 (stereo unspecified) | 0.63 | -7 | -38 | 6 | . | -19 | -15 | 1.1 | 6
CCn1c(Cc2ccccc2)nnc1SCC(=O)N1CCCCC1 | 1.7 | 3 | -24 | 8 | 5 | -16 | -1 | 1.2 | 23
COc1ccc(-c2noc(CCC(=O)Nc3ccc4c(c3)OCCO4)n2)cc1 | -0.21 | -9 | -41 | 2 | 4 | 7 | -6 | . | -1
CCN(CCNC(=O)CN1CCN(Cc2ccc(Cl)cc2)C1=O)c1ccccc1 | 0.92 | 7 | -27 | 3 | 2 | 2 | 0 | . | 13
COc1cc(CNc2ccc3c(c2)CCC3)cc(OC)c1O | -1.1 | . | 10 | 5 | . | 21 | -2 | 1.1 | 16
CC(C)N1C(=O)C2C(C(=O)NC3CCCCC3)C3C=CC2(O3)C1C(=O)NC1CCCCC1 (stereo unspecified) | -0.71 | 4 | -6 | -30 | . | 39 | -10 | 1.1 | 3
Fc1ccc(Cn2c(-c3cscn3)nc3ccccc32)c(Cl)c1 | -0.14 | 8 | -12 | 6 | 4 | -9 | -10 | 1 | .
O=C(Nc1ccc(Br)cc1)c1cccn1-c1ncc(C(F)(F)F)cc1Cl | 0.8 | . | -4 | 36 | . | 0 | 12 | . | 1

8 entries already listed, ordered by length of the SMILES, lowest first:
SMILES | hDAT+cocaine | Smad3 inh | TNFa cytotox | cytoskel mod | Candida biofilm | VCAM1 TNFa inh | PTPN22 inh 2 | MT1-MMP txn act | IL1B cytotox
CCOC(=O)c1c(-c2ccc(C)o2)csc1N | 0.095 | 13 | -21 | -13 | 4 | 8 | 2 | 1.2 | -1
CCc1nc(NCCCn2ccnc2)c2oc3ccccc3c2n1 | 0.8 | 14 | -41 | 19 | 0 | 5 | -12 | 1.1 | -58
CCn1c(Cc2ccccc2)nnc1SCC(=O)N1CCCCC1 | 1.7 | 3 | -24 | 8 | 5 | -16 | -1 | 1.2 | 23
O=C(CCC(=O)NNC(=O)Nc1ccc(Cl)cc1)NCc1ccccc1 | -1.3 | . | -28 | -26 | . | 10 | -4 | . | -13
COc1ccc(-c2noc(CCC(=O)Nc3ccc4c(c3)OCCO4)n2)cc1 | -0.21 | -9 | -41 | 2 | 4 | 7 | -6 | . | -1
Cn1cccc1Cc1nnc(SCC(=O)Nc2ccc(F)cc2)n1-c1ccc(F)cc1 | 0.067 | 1 | 8 | 4 | 13 | -3 | -6 | 1.2 | -23
CC(=O)C(C(C)=O)c1c(Cl)c(O)c(O)c2c(C(=O)c3ccccc3)coc12 | -0.69 | 6 | -23 | 27 | 4 | 6 | 0 | 1 | 8
CC(C)N1C(=O)C2C(C(=O)NC3CCCCC3)C3C=CC2(O3)C1C(=O)NC1CCCCC1 (stereo unspecified) | -0.71 | 4 | -6 | -30 | . | 39 | -10 | 1.1 | 3

(continued)
SMILES | hDAT+cocaine | Smad3 inh | TNFa cytotox | cytoskel mod | Candida biofilm | VCAM1 TNFa inh | PTPN22 inh 2 | MT1-MMP txn act | IL1B cytotox
O=C(CCCCCn1c(SCc2ccncc2)nc2ccccc2c1=O)NCc1ccco1 | 0.52 | 4 | -10 | 0 | 6 | 11 | 10 | 0.9 | -23
CCOC(=O)C(C)n1cnc2c1c(=O)[nH]c(=O)n2C (stereo unspecified) | -0.036 | 1 | -9 | 9 | 2 | 18 | -7 | 1.3 | -30
Cc1cc(C)c(NC(=S)N2CCC(N(C)CC3CCCO3)CC2)c(C)c1 (stereo unspecified) | 0.067 | -8 | -5 | 12 | -1 | 0 | -4 | 1.2 | 12
CN1CCN(c2cc(-c3ccccc3)nc3cc(-c4ccc(F)cc4)nn23)CC1 | 0.58 | . | -12 | -11 | . | 27 | -1 | . | -14
CCc1nnc(SCC(=O)Nc2ccc(N3CCOCC3)cc2)o1 | -0.91 | 13 | -26 | 5 | 8 | 18 | 1 | . | 15
O=C(NCCC1=CCCCC1)C1CCN(S(=O)(=O)c2ccc(-n3cnnn3)cc2)CC1 | -0.81 | 6 | -8 | -8 | 5 | 6 | 1 | 1.1 | -2
CCN1C(=O)/C(=c2/s/c(=C3\SC(C)=C(C)N3CC)c(=O)n2CC)N(c2ccccc2)C1=S | . | -8 | -16 | 22 | 2 | -6 | -2 | 1.3 | 8
COc1ccc(NC(=O)N2CCCC(C(=O)NC(C)C)C2)cc1 (stereo unspecified) | -0.07 | 11 | 5 | -12 | 4 | -13 | 1 | 1.2 | -18
O=C1CCCC2=C1C(c1cccs1)n1nc(SCc3ccccc3)nc1N2 (stereo unspecified) | -0.14 | 4 | -14 | -23 | 7 | 4 | 0 | 0.9 | -24
CCSc1ccccc1C(=O)N1CCN(c2ccccc2F)CC1 | 0.077 | 5 | 6 | -15 | 4 | -39 | 4 | 1.3 | -18
COc1ccc(NS(=O)(=O)c2cc(-c3nnnn3C)ccc2OC)cc1 | -0.52 | . | -41 | 36 | . | 16 | 5 | . | -26
c1ccc(C2Nc3ccccc3-c3nc4ccccc4n32)cc1 (stereo unspecified) | -0.26 | -4 | -23 | 2 | 7 | 14 | -2 | 1.3 | -153
O=c1[nH]c(-c2ccccn2)nc2ccccc12 | 1.1 | -24 | -22 | 12 | 2 | 13 | -2 | 1.3 | -36
COC(=O)CC1=C(C)C(=O)CC2C(C)(C)CCCC12C (stereo unspecified) | -0.41 | 9 | . | . | 10 | . | -20 | 1.2 | -42
CCCCNC(=O)c1onc(CSc2ccccc2F)c1C(=O)O | -0.39 | . | 6 | -6 | . | 2 | -10 | . | -6
Cc1c(NC(=O)c2cccc(F)c2)c(=O)n(-c2ccccc2)n1C | -0.92 | 6 | 7 | 6 | 8 | 7 | -10 | 1.2 | 77*
Cc1csc(SCC(=O)NC2CCCCC2)n1 | -0.035 | 1 | -6 | -6 | 3 | 0 | -10 | 1.2 | 8
CCOC(=O)C1Cc2c([nH]c3ccccc23)CN1 (stereo unspecified) | -0.72 | 8 | -32 | 10 | 0 | -27 | 3 | 1.2 | -22
Cc1ccc(NC(=O)c2cc(S(=O)(=O)c3ccccc3)ccc2Cl)cc1 | -0.27 | . | 4 | -8 | . | -12 | -9 | . | -15
CCOc1ccc(C(C)=O)cc1COC(=O)C1=COCCO1 | 1.3 | -10 | -4 | 1 | 6 | -17 | 3 | 1.1 | 2
O=C(O)CN(Cc1ccco1)S(=O)(=O)c1ccc(F)cc1 | -0.97 | 10 | . | . | -1 | . | 4 | 1.1 | 3
O=C(CCc1c[nH]c2ccccc12)NCc1ccc2c(c1)OCO2 | -0.46 | 7 | -9 | 11 | 1 | 2 | -8 | 1 | -17
CCC1(C)Cc2c(sc3c2c2ncnn2c2nnc(SCC(=O)NCc4ccco4)n32)CO1 (stereo unspecified) | -0.0049 | 15 | . | . | 1 | . | . | 1.1 | .
CCC(CC)COC(=O)C(C#N)c1nc2ccccc2nc1N1CCN(CC)CC1 (stereo unspecified) | 0.17 | 9 | -2 | -16 | -4 | 22 | 3 | 1 | -23
Oc1ccc(CN2CCN(c3ccccc3)CC2)c2cccnc12 | -0.014 | 0 | . | . | 0 | . | -19 | 1.3 | -33
O=C1CC(c2ccc(Cl)cc2)n2nc(N3C(=O)c4ccccc4C3=O)nc2N1 (stereo unspecified) | -1.1 | -2 | -9 | 24 | 10 | 3 | 16 | 1 | -27
Cc1ccccc1CN1C(=O)C2(OCCCO2)c2ccccc21 | -0.87 | . | -30 | 64* | . | 5 | -2 | 1 | 0
COc1ccc(CNCCC(c2ccccc2)c2ccc3c(c2)OCO3)cc1 (stereo unspecified) | . | . | 2 | -31 | . | 9 | -1 | . | 5
COC(=O)Cc1cc(=O)n2[nH]c(C(F)(F)F)nc2n1 | -0.047 | -5 | -13 | 9 | 2 | 5 | 6 | 1.1 | -19
COC(=O)Nc1nnc(Cc2ccccc2)s1 | -0.25 | -11 | -3 | -14 | 2 | 10 | 5 | 1.1 | -14
O=C(NCCc1ccccc1)C1CCN(S(=O)(=O)N2CCC3(CC2)OCCO3)CC1 | -0.64 | -2 | 4 | -7 | 7 | 10 | -6 | 1 | -29
